# High-throughput results: PubChem, The Scripps Research Institute Molecular Screening Center
# PAFAH1B3 FP inh: PAFAH1B3 enzyme inhibitors, primary screen, biochemical, fluorescence polarization, human; AID 492972, 2010; recombinant PAFAH1B3, FP-rhodamine probe; hit rate 0.28% among 340,000; Platelet-activating factor acetylhydrolase IB subunit alpha1 (Homo sapiens), Q15102; inhibition, % at 3.39 µM;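 active means inhibition above the screen-wide average of all tested compounds plus 3 SD, cut at about 25% in these data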;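 further: 0% = enzyme with DMSO only and 100% = wells lacking PAFAH1B3 protein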
# PAFAH1B2 inh: PAFAH1B2 enzyme inhibitors, primary screen, biochemical, fluorescence polarization, human | inhibition, % at 3.39 µM | hit rate 1.2% among 340,000 | AID 492953, 2010 | recombinant PAFAH1B2, FP-rhodamine activity probe;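 active means inhibition above the mean of all tested compounds plus 3 SD, cut at about 24% in these data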;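 further: 0% = enzyme with DMSO and 100% = wells lacking PAFAH1B2; many of its hits are not listed in these tables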
# EBNA-1 inhibitor: EBNA-1 DNA-binding inhibitors, primary screen, biochemical, fluorescence polarization | inhibition, % at 14.8 µM | hit rate 0.34% among 300,000; in the data active means inhibition above about 28%
# pPAFAH FP inh: pPAFAH enzyme inhibitors, primary screen, biochemical, fluorescence polarization, human | Platelet-activating factor acetylhydrolase (Homo sapiens), Q13093 | AID 463082, 2010 | recombinant pPAFAH, FP-rhodamine probe fluorescence polarization | hit rate 1.5% among 330,000 | inhibition, % at 3.39 µM;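 active means inhibition above the mean inhibition across the screen plus 3 SD, cut at about 25% in these data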;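 further: inhibitors block binding of the rhodamine activity-based probe so polarization drops; 0% = enzyme with DMSO and 100% = wells lacking pPAFAH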
# ZTA DNA inh: blocks Epstein-Barr virus ZTA, an EBNA-1 counter-screen. hit rate 0.15% among 320,000. AID 2234. inhibition, % at 11 µM. P03206. ZTA-DNA binding, fluorescence polarization; in the data active means inhibition above about 33%
# PAFAH2 inh: PAFAH2 enzyme inhibitors, primary screen, biochemical, fluorescence polarization, human; AID 492956, 2010; recombinant PAFAH2, FP-rhodamine activity probe; inhibition, % at 3.39 µM; hit rate 0.99% among 340,000; Platelet-activating factor acetylhydrolase 2, cytoplasmic (Homo sapiens), Q99487;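 active means inhibition above the mean over all tested compounds plus 3 SD, cut at about 30% in these data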;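 further: inhibitors block probe labeling of enzyme so polarization drops; 0% = enzyme with DMSO and 100% = wells lacking PAFAH2 protein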
# LYPLA1 inh: LYPLA1 inhibitors, primary screen, counter-screen for PME1 inhibitor project, biochemical, fluorescence polarization, FP-Rh probe ABPP | Acyl-protein thioesterase 1 (Homo sapiens), O75608 | recombinant LYPLA1 | inhibition, % at 5.9 µM | hit rate 0.16% among 320,000 | AID 2174, 2009;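 active means inhibition above the mean of all tested compounds plus 3 SD, set per campaign, cut at about 14% in these data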;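 further: inhibitors block serine hydrolase probe labeling of LYPLA1 so polarization falls; 0% = enzyme with DMSO and 100% = wells lacking LYPLA1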
# LYPLA2 inh: LYPLA2 inhibitors, primary screen, counter-screen for PME1 inhibitor project, biochemical, fluorescence polarization, FP-Rh probe ABPP; Acyl-protein thioesterase 2 (Homo sapiens), O95372; recombinant LYPLA2; inhibition, % at 5.9 µM; hit rate 0.38% among 320,000; AID 2177, 2009;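 active means inhibition above the screen-wide mean plus 3 SD, limit set per campaign, cut at about 26% in these data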;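 further: 0% = LYPLA2 with DMSO and 100% = wells lacking LYPLA2 enzyme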
# Target sequence (O95372 whole entry, looked up): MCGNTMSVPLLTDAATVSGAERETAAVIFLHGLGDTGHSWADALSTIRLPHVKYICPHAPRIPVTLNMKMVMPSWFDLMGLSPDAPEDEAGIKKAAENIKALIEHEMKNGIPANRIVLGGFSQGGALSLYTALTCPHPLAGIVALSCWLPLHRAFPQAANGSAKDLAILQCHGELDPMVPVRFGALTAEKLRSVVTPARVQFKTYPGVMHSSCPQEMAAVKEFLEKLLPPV
# PREPL inh: PREPL enzyme inhibitors, primary screen, biochemical, fluorescence polarization. AID 2751, 2010. inhibition, % at 5.96 µM. hit rate 0.68% among 320,000. recombinant PREPL, fluorescence polarization activity-based probe. Prolyl endopeptidase-like (Homo sapiens), Q4J6C6; in the data active means inhibition above about 43%;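 further: 0% = enzyme with DMSO and 100% = wells lacking enzyme; many of its hits are not listed in these tables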
# Target sequence (Q4J6C6 whole entry, looked up): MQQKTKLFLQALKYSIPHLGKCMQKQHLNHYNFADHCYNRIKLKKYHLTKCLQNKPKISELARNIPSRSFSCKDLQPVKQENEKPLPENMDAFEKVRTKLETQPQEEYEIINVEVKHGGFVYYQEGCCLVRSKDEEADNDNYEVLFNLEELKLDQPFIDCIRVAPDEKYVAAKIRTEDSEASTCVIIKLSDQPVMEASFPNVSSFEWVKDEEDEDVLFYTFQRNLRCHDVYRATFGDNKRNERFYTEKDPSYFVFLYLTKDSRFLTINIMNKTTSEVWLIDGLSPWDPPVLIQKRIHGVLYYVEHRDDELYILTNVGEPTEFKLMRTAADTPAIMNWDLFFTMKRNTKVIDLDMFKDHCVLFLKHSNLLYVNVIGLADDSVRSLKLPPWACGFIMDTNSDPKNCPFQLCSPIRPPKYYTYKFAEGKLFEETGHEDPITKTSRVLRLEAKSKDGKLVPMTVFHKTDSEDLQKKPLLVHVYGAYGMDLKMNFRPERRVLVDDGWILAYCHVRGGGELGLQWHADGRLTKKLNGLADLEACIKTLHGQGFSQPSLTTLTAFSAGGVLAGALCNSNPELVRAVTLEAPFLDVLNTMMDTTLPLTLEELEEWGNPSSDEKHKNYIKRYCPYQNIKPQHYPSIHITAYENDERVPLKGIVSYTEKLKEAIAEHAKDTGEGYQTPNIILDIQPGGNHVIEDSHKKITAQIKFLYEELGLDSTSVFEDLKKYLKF
# The depositor's hits bear a star; . = not tested or not shown; & = joins results of further samples. An excerpt; the hit share may differ from the screen's.
SMILES,PAFAH1B3 FP inh,PAFAH1B2 inh,EBNA-1 inhibitor,pPAFAH FP inh,ZTA DNA inh,PAFAH2 inh,LYPLA1 inh,LYPLA2 inh,PREPL inh
CN(Cc1ccccc1)C(=O)Nc1ccc(Cl)cc1,.,.,-9,4,0,.,2,6,-5
Cc1cccc(C)c1NC(=O)CSc1nnc(NC(=O)c2ccccc2C(=O)O)s1,4,5,1,0,12,0,-1,5,-5
Cc1ccc2nc(NC(=O)CSc3nncc(=O)n3N)sc2c1,-3,-1,-14,12,4,2,-3,-11,-11
OCC1=C[C@@H](O)C2C=CO[C@@H](O[C@@H]3O[C@H](CO)[C@@H](O)[C@H](O)[C@H]3O)C12 (stereo not given in full),11,7,.,2,.,7,.,.,1
CCOc1cc(N2CCOCC2)c(OCC)cc1NC(=O)CN1C(=O)NC2(CCCCC2)C1=O,4,1,.,1,-7,1,1,-2,18
CCOc1ccc(C)cc1S(=O)(=O)n1cnc2ccccc21,12,2,4,-3,-17,4,3,4,17
O=C(N/C(=C\c1ccccc1)C(=O)N1CCCCC1)c1ccc(Br)o1,4,0,-9,-1,-1,1,0,-3,-1
Cc1ccc(N(CC(=O)NCC2CCCO2)C(=O)CCC(=O)Nc2ccccn2)cc1C (stereo not given),6,3,3,-4,14,-2,-1,-1,12
O=C(c1cc(-n2cnnc2)ccc1Cl)N1CCN(c2nc(-c3ccccc3)cs2)CC1,6,4,5,10,-3,1,2,-2,41
CC1CCCCN1C(=O)c1ccc(NC(=O)c2ccccc2Cl)cc1 (stereo not given),-4,9,11,3,18,-2,-1,1,-3
O=C1CC(c2ccccc2)NN1 (stereo not given),6,5,.,2,-24,-3,4,5,3
COc1ccc2c(CCNC(=O)CN3C(=O)c4ccccc4C3=O)c[nH]c2c1,4,-5,8,2,12,-9,0,5,6
CC(=O)c1cccc(NC(=O)CCc2nnc3ccc(N4CCOCC4)nn23)c1,9,1,-9,3,-10,-2,0,1,3
CCCCCCC(=O)NN1CCN(C)CC1,0,-3,1,-1,1,0,1,1,19
Cc1cccc(OCc2nc(C#N)c(N3CCCC3)o2)c1,3,2,4,7,7,-7,4,13,13
Cc1cccc(C(=O)N2CCCC(CCC(=O)N3CCN(c4ccccn4)CC3)C2)c1C (stereo not given),5,0,-6,1,1,2,0,1,12
Cc1cccc(OCC(=O)N(C)CCc2ccccn2)c1,-3,6,12,1,13,-3,-1,-3,-2
OCCN(CC#CC(O)(c1ccccc1)C1CCCCC1)CCO (stereo not given),8,3,3,4,-10,2,-1,-2,-15
O=C(CC1Sc2ccccc2NC1=O)NCc1ccc(Cl)cc1 (stereo not given),2,4,4,3,-4,2,-3,3,-45
O=C(COC(=O)CNS(=O)(=O)/C=C/c1ccccc1)NC1CCS(=O)(=O)C1 (stereo not given),4,3,-14,6,-16,-5,1,10,7
Cc1nnc(SCC(=O)NC23CC4CC(CC(C4)C2)C3)n(N)c1=O,0,8,15,-5,-10,-1,1,2,7
OC[C@@H](O)[C@@H](O[C@@H]1O[C@H](CO)[C@H](O)[C@H](O)[C@H]1O)[C@H](O)[C@@H](O)CO,3,3,3,-9,-8,-12,-1,-1,15
O=C(Oc1cccc(C(=S)N2CCOCC2)c1)c1cccc(Cl)c1,2,10,8,8,14,6,-1,2,4
Cc1cc(C(=O)C(C)Sc2cccc[n+]2[O-])c(C)n1-c1ccc(Cl)cc1 (stereo not given),13,3,-6,10,3,-1,4,-3,-14
OCCN1CCN(C(=S)c2ccc(Br)cc2)CC1,-5,3,-1,3,4,-1,-2,-3,4
Cc1cccc(NC(=O)C2(C)CC3c4ccccc4C2c2ccccc23)c1C (stereo not given),0,0,-5,2,-9,-2,0,-9,1
Cc1ccc(S(=O)(=O)N(CCC(=O)Nc2ccc(OC(F)(F)F)cc2)c2ccccc2)cc1,-6,5,-5,-4,0,-6,-13,-19,-20
Cn1c(NC(=O)C2CC2)cc(=O)n(C)c1=O,11,7,-7,-10,9,-4,-1,1,5
O=[N+]([O-])c1cc(Cl)ccc1NCCNS(=O)(=O)c1ccccc1,0,3,-6,6,-15,2,1,-2,-41
O=C(CSc1nnc(-c2c[nH]c3ccccc23)o1)N1c2ccccc2CCc2ccccc21,-18,-10,5,-12,4,-25,-22,-43,-10
CCOCCCNC(=S)Nc1cc(OCC)c(NC(=O)c2ccco2)cc1OCC,-4,2,-16,-2,11,-7,-2,2,9
CCN(CC)CCCNC(=O)c1cc(-c2ccc(O)cc2)on1,-1,2,4,3,10,1,1,0,-4
CCCn1c(N)c(N(CCOC)C(=O)c2cc(-c3ccco3)nc3ccccc23)c(=O)[nH]c1=O,4,0,11,10,10,8,-2,-1,2
COc1ccc(-n2ncc(C(C)NS(=O)(=O)c3cccs3)c2C)cc1 (stereo not given),11,7,-10,-1,-12,-7,-10,-8,-8
COc1ccc(C(=O)NC(=S)NCc2cccnc2)cc1[N+](=O)[O-],1,-2,1,-3,-41,1,12,35*,8
O=C(NCc1ccc2c(c1)OCO2)c1ccccc1,-2,2,-5,-1,-3,3,0,-1,4
CCCCNC(=O)C1CC(=O)N(c2ccc(OC)cc2)C1c1ccc(OC)cc1 (stereo not given),9,-1,5,-1,-5,4,2,4,-2
O=C(COC(=O)C1(c2ccccc2F)CCCC1)N1CCN(C(=O)c2ccco2)CC1,9,1,1,5,1,4,0,3,-3
O=C(COc1ccccc1)Nc1ccc(-c2ccc(N3CCOCC3)nn2)cc1,0,-3,8,17,1,9,3,5,24
O=C1CCC(C(=O)OCc2ccccc2)N1 (stereo not given),-1,5,5,0,9,3,2,5,5

# Some values from the list.
# `O=[N+]([O-])c1cc(Cl)ccc1NCCNS(=O)(=O)c1ccccc1` – PAFAH2 inh: 2
# `O=C(Oc1cccc(C(=S)N2CCOCC2)c1)c1cccc(Cl)c1` – PREPL inh: 4

# Other compounds
SMILES,PAFAH1B3 FP inh,PAFAH1B2 inh,EBNA-1 inhibitor,pPAFAH FP inh,ZTA DNA inh,PAFAH2 inh,LYPLA1 inh,LYPLA2 inh,PREPL inh
Cn1c(SCC(=O)N2CCCC2=O)nc2ccccc2c1=O,11,6,.,-3,.,3,.,.,18
CNC(=O)c1c(NC(=O)CS(=O)(=O)c2ccc(Cl)cc2)sc(C)c1C,8,6,9,8,0,-1,3,2,-3
Cc1ccc(C(=O)Nc2ccc(S(=O)(=O)NC3=NCCCCC3)cc2)c(C)c1,2,13,1,-1,-10,1,-2,-1,12
CCOc1cc(S(=O)(=O)NCc2ccccn2)ccc1Cl,8,-3,10,0,2,3,3,3,5
CCCNCc1cc(OC)c(OCC(=O)NCCc2ccccc2)cc1Br,-2,-2,-5,4,-8,1,0,-7,-19
C=CCOC(=O)C1=C(C)NC(SC)=C(C#N)C1c1ccc(OCC)cc1 (stereo not given),3&-3,0&-1,-2,2,5,3&-3,-7,-13,1
Cc1c(Cl)cccc1NC(=O)Nc1cc(C(C)(C)C)nn1C,7,4,6,2,7,3,2,9,8
CCOC(=O)c1cnc(SC2CC(=O)N(c3cccc(OC)c3)C2=O)nc1N (stereo not given),-2,-3,1,-1,-2,2,7,7,4
Cc1nn(S(=O)(=O)c2ccc(C(C)C)cc2)c(C)c1S(=O)(=O)N1CCOCC1,10,8,-1,5,-6,15,-4,0,2
C=C/C(C)=C/C[C@H]1C(=C)CCC2[C@](C)(C(=O)O)CCC[C@@]21C (stereo not given in full),-3,-3,-6,-3,16,2,-1,-2,0
O=C(CCNC(=O)c1ccc(Cl)cc1)Nc1cccc(S(=O)(=O)N2CCCCC2)c1,2,4,.,1,-5,0,-1,0,11
c1ccn2cc(C34CC5CC(CC(C5)C3)C4)nc2c1,4,7,5,-2,1,-2,1,4,0
CCCCn1c(N)c(N(CC(C)C)C(=O)CSCc2cccc(C)c2)c(=O)[nH]c1=O,-3,-3,-6,-2,-3,-4,-2,-5,9
Cc1ccc2[nH]c(=O)c(CN(C(=O)c3cccc([N+](=O)[O-])c3)C(C)C)cc2c1,8,4,-2,5,-2,0,4,4,6
Cc1cc(C)nc(Oc2ccc(Br)cc2Br)n1,0,5,9,3,8,4,3,0,-4
c1nc2sc3c(c2c2nnnn12)CCC3,2,6,3,9,3,4,1,1,4
O=C(NCc1ccccc1Cl)C1=CC=CN2CCS(=O)(=O)N=C12,4,1,.,7,7,10,1,3,2
Nc1ccc(C(=O)N/N=C\c2ccc(OC(=O)c3ccccc3Cl)cc2)cc1,8,0,-7,12,7,-8,-5,-1,23
CCN(Cc1cccs1)C(=O)CN1C(=O)NC2(CCCc3ccccc32)C1=O (stereo not given),10,9,.,0,-2,2,-1,6,7
COc1ccc(OC)c(NC(=O)C2CCN(S(=O)(=O)c3cccs3)CC2)c1,-4,5,19,1,-2,-2,2,0,22
Cc1ccc(NC(=O)c2cc(=O)n(Cc3ccccc3)c(=O)[nH]2)cc1C,3,-3,-6,2,-15,7,-4,-8,8
O=C(c1cc2cc([N+](=O)[O-])ccc2s1)N1CCOCC1,5,1,-3,-2,-2,3,-3,1,13
Cc1ccc(Cl)cc1N1CCN(C(=O)CCC(=O)O)CC1,-1,1,-11,-1,-12,3,-2,-4,-20
CCc1ccc(/C=N/NC(=O)c2ccccn2)cc1,3,0,2,-3,-3,5,0,-5,-4
COC(=O)Cc1ccc(OC(=O)C2CCN(S(=O)(=O)c3ccc(OC)c(OC)c3)CC2)cc1,8,1,.,-7,-3,2,-2,2,17
CCc1nnc(NC(=O)c2ccc(-c3ccc([N+](=O)[O-])cc3Cl)o2)s1,0,4,1,3,-10,-1,0,-3,8
CCCC(=O)Nc1nc2nc(C)cc(=O)n2[nH]1,10,5,2,0,2,14,-1,-2,0
O=C(Nc1cccc(F)c1)C1CCCN(S(=O)(=O)c2ccc(-n3cnnn3)cc2)C1 (stereo not given),5,3,13,1,5,7,-1,12,-7
O=C(c1nc2ccc(Cl)cn2c1CN1CCC[C@H]1CO)N1CCCCCCC1,4,12,4,7,13,3,2,6,3
Cc1cc(C)nc(NS(=O)(=O)c2ccc(N3C(=O)C4CCCCC4C3=O)cc2)n1 (stereo not given),-4,6,-3,-1,-1,2,-4,0,0
CCOC(=O)N1CCC(NC(=O)c2cc(C(=O)NCc3ccc(F)cc3)ccc2CO)CC1,3,-1,-4,2,0,-4,-1,-1,1
CC(C)CC(NC(=O)c1ccccc1)C(=O)N/N=C/c1ccco1 (stereo not given),1,4,3,2,3,1,0,-1,-2
Cc1cc(C)cc(NC(=O)CSc2nc3ccncc3[nH]2)c1,-10,4,2,2,-6,1,-3,5,-3
C=CCNc1nc(N)c(C(=C(C#N)C#N)c2ccc(Br)cc2)s1,10,7,-7,12,-13,13,-3,2,12
Cc1cc(N2CCN(C)CC2)nc2ccc(NC(=S)N3CCCCCC3)cc12,6,7,3,5,-11,-5,2,2,3
COc1ccc(Br)cc1C(=O)Nc1ccc(O)cc1,6,3,-7,-5,-8,6,-1,-6,12
Cc1nn(Cc2ccccc2)c(Cl)c1/C=C/C(=O)OCC(=O)N(C)C1CCS(=O)(=O)C1 (stereo not given),13,6,4,6,-3,2,0,-1,-1
